# L3MBTL1 inh – qHTS Assay for the Inhibitors of L3MBTL1 | Potency, µM (top dose mostly 57.1 µM), inactives show top-dose activity, negative = inhibition, hits mostly inhibitors | AID 485360, 2010 | actives 0.66% (n = 230,000) | AlphaScreen L3MBTL1–H3K9me1 peptide binding; note: % is set by controls: 0 for no effect and ±100 for the full control effect; nearly all actives have a fitted effect of over 60% in size
#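 First, the protein-peptide complex forms for 30 min at room temperature (L3MBTL1 50 nM, biotinylated H3K9me1 peptide 75 nM). Next, compounds are pin-transferred and incubated 30 min. Finally, AlphaScreen beads are added and read after 30 min.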
# KinaseGlo FLuc – Counterscreen for Luciferase (Kinase-Glo TM) Inhibition. AID 1379, 2008. Luciferin 4-monooxygenase (Photuris pensylvanica), Q27757. Potency, µM (series often up to 38.3 µM), inactives show at the highest dose activity change, negative = inhibition, actives largely listed as inhibitors. actives 0.28% (n = 200,000). Kinase-Glo luciferase, ATP luminescence, 8 min; note: % is set by controls: 0 for no effect and ±100 for the full control effect; nearly all actives have a fitted effect of over 60% in size
#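 Inhibition of Kinase-Glo luciferase light generation was assessed at 10 uM ATP in pH 7.2 imidazole buffer, with luminescence measured after eight minutes at ambient temperature.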
# Tau fibril ThT – qHTS for Inhibitors of Tau Fibril Formation, Thioflavin T Binding | Microtubule-associated protein tau (Homo sapiens), P10636 | recombinant tau K18 P301L (four-repeat tau fragment), heparin-induced fibrillization, ThT fluorescence | Potency, µM (titrated, usually from 57.4 µM), for the others: top-dose activity, negative = inhibition, actives largely listed as inhibitors | actives 2.1% (n = 270,000) | AID 1460, 2008; note: % is set by controls: 0 for no effect and ±100 for the full control effect; nearly all actives have a fitted effect of over 55% in size
# Target sequence (P10636 561-689 P618L limits assumed): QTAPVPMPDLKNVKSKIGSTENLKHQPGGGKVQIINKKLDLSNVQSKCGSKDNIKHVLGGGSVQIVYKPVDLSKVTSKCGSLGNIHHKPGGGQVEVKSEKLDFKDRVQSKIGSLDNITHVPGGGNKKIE
#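 K18 P301L tau (15 uM + 0.24 uM Alexa 594-tagged), heparin 20 uM, NaOAc pH 7, 6 h 37 C; ThT 30 uM, 1 h RT, ex 450/em 510 nm.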
# LMNA splice mod – qHTS Assay for Modulators of Lamin A Splicing | HeLa LMNA splicing GFP/RFP minigene ratio, 48 h | Potency, µM (series often up to 46.1 µM), for inactives: at the top dose ratio change, negative = inhibition, hits mostly inhibitors | actives 0.01% (n = 200,000) | AID 1487, 2009; active = well fitted inhibition curve with a large enough effect in the signal ratio, with a control signal flat, not every such curve was filed as active; inconclusive = small, poorly fitted or top-dose-only effect, or effect the other way, or a change in a side signal; the % refers to the signal ratio; note: % is set by controls: 0 for no effect and ±100 for the full control effect
#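 Read-out is the ratio of GFP to DsRed2 object intensity, acquired by 488 nm laser-scanning cytometry on HeLa lamin A-EGFP minigene reporter cells. Compound incubation 48 hrs at 37 °C in Opti-MEM with 2% FBS; DMSO 0.5% final.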
# SMN2 splice up – qHTS Assay for Enhancers of SMN2 Splice Variant Expression; Potency, µM (series often up to 46.1 µM), for inactives: top-dose activity change, positive = activation, most hits filed as activators; HEK293 SMN2-luciferase splicing reporter, luminescence, 30-36 h; actives 2.8% (n = 210,000); AID 1458, 2008; note: % of control where 0% means no effect; nearly all actives have a fitted effect of over 55% in size
#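 HEK293 cells carry an SMN2 […]–luciferase reporter in which exon 7 inclusion puts luciferase in frame. Cells were plated 10-12 h before compound addition, then incubated 30-36 h at 37C. ONE-Glo luminescence was read; sodium butyrate at 4.5 mM final served as control.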
# KDM4E inh – qHTS Assay for Inhibitors of Human Jumonji Domain Containing 2E (JMJD2E) | Lysine-specific demethylase 4E (Homo sapiens), B2RXH2 | JMJD2E catalytic domain, FDH-coupled NADH fluorescence (FDH is formaldehyde dehydrogenase) | Potency, µM (top dose mostly 57.1 µM), for inactives: top-dose activity change, negative = inhibition, hits mostly inhibitors | actives 1.6% (n = 230,000); active = well fitted inhibition curve with a large enough effect, not every such curve was filed as active; inconclusive = small, poorly fitted or top-dose-only effect, or another doubt; inactive = no such curve, though single readings can be large or run the other way;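 note: 0% = wells with enzyme and -100% = buffer wells without enzyme; nearly all actives have a fitted effect of over 50% in size; many of its hits are not listed in these tables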
# Target sequence (B2RXH2 1-337 limits assumed): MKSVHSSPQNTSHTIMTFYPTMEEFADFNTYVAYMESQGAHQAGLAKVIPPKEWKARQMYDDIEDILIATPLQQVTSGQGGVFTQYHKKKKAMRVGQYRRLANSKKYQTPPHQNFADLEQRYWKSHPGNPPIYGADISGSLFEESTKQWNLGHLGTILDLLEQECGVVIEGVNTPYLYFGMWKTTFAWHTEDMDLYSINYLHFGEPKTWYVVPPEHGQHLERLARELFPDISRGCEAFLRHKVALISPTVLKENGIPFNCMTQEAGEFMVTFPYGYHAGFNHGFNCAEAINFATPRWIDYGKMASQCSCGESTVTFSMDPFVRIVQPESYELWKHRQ
# RECQ1 inh – qHTS Assay for Inhibitors of RecQ-Like Dna Helicase 1 (RECQ1). ATP-dependent DNA helicase Q1 (Homo sapiens), P46063. RECQ1 DNA unwinding, red fluorescence kinetic read. Potency, µM (highest dose often 57.3 µM), without a hit: at the top dose activity, negative = inhibition, actives largely listed as inhibitors. actives 0.54% (n = 240,000). AID 2549, 2010;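 note: plate controls were vehicle for no effect and no enzyme for full effect; nearly all actives have a fitted effect of over 30% in size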
#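 RECQ1T1 50 nM; forked duplex (20 bp + 30-nt ss tails) 200 nM, ATP 2 mM final; pH 8.0, 2 mM MgCl2, 2.5 ug/ml poly(dI-dC); 15 min compound preincubation; discontinuous kinetic read over 2 h at RT.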
# ALDH1A1 inh – qHTS Assay for Inhibitors of Aldehyde Dehydrogenase 1 (ALDH1A1); Potency, µM (highest dose often 75.3 µM), inactives show top-dose activity, negative = inhibition, usual class: inhibitors; Aldehyde dehydrogenase 1A1 (Homo sapiens), P00352; actives 7.3% (n = 220,000); Purified ALDH1A1, NADH fluorescence, propionaldehyde substrate; active = well fitted inhibition curve with a large enough effect, not every such curve was filed as active; inconclusive = small, poorly fitted or top-dose-only effect, or another doubt; inactive = no such curve, though single readings can be large or run the other way;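 note: plate controls were no enzyme wells and a reference inhibitor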
# Target sequence (P00352 whole entry, looked up): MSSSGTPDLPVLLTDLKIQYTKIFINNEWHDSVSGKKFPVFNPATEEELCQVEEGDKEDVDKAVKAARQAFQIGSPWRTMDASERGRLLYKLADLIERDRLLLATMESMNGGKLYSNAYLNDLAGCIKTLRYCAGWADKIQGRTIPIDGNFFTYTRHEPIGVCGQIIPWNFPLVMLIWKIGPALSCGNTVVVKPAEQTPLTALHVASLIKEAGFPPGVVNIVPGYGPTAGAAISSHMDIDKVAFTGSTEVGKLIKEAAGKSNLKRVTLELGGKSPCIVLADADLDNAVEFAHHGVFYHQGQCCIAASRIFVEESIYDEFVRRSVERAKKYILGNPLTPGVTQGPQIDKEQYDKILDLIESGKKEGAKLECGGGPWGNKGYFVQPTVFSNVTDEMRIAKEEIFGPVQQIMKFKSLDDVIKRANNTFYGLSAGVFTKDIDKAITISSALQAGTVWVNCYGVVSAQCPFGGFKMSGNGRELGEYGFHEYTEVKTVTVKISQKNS
# Active calls of the source: *; i = inactive; ? = inconclusive; / = no result given; [ ] = remark or other dose. Unless noted, calls come from the whole dose curve; as a rule, active = well fitted curve in the direction sought with a large enough effect; inconclusive = small, poorly fitted or top-dose-only effect, or another doubt; inactive = no such curve, though single readings can be large; an effect the other way counts as inactive or inconclusive. Potency is the fitted concentration of half-maximal effect.
SMILES,L3MBTL1 inh,KinaseGlo FLuc,Tau fibril ThT,LMNA splice mod,SMN2 splice up,KDM4E inh,RECQ1 inh,ALDH1A1 inh
CN1/C(=C\C=N\NC(=O)c2ccc(O)cc2)C(C)(C)c2ccccc21,-23%,0%,?,?,-8%,?,-1%,2%
CCOc1ccccc1-c1nc(-c2ccncc2)no1,/,-3%,-2%,4%,-5%,2%,-9%,5%
Cc1nn(CC(=O)Nc2ccc(Cl)cn2)c(C)c1[N+](=O)[O-],/,15%,2%,1%,-11%,2%,-1%,16%
Cc1ccc(S(=O)(=O)N2CCN(C(=O)c3cc4c(C)nn(-c5ccccc5)c4s3)CC2)cc1,/,-2%,-7%,-6%,-14%,-2%,-13%,0%
O=C(c1ccc(N2C(=O)C3CC=C(Cl)CC3C2=O)cc1)N1CCCCC1 (stereo not given),4%,-2%,-6%,9%,10%,5%,-13%,18µM*
COC(=O)c1ccc(NC(=O)C23CC4CC(C2)CC(n2cncn2)(C4)C3)cc1,10%,3%,-2%,-14%,-23%,2%,-3%,?
Cc1ccccc1NC(=S)NCc1ccccc1,1%,0%,1%,7%,?,?,i,2%
COc1ccc(CCn2c(N3CCN(Cc4ccccc4)CC3)nc3c2c(=O)[nH]c(=O)n3C)cc1,-3%,5%,0%,8%,-10%,7%,i,1%
CCOC(=O)c1ccc(OC)c(OC)c1Cl,2%,/,5%,/,/,4%,-7%,/
O=C(CN1C(=O)C2C3C=CC(C3)C2C1=O)Nc1ccc2c(c1)OCCO2 (stereo not given),-1%,0%,-12%,8%,21%,9%,i,-7%
CCCNC(=O)C/C(C)=N/NC(=O)COc1ccc(C)cc1Br,-28%,10%,-6%,-7%,13%,-7%,1%,2%
CCOC(=O)CNC(=O)CN1C(=O)CCS(=O)(=O)c2ccccc21,-2%,1%,-5%,-5%,-6%,7%,0%,7%
CC(C)(C)C(=O)CC1(O)C(=O)N(Cc2ccccc2)c2ccccc21 (stereo not given),/,1%,-5%,15%,-8%,4%,-3%,7.1µM*
COc1cccc2c(=O)n(CC(=O)N3CCc4ccccc43)ccc12,-3%,3%,-12%,-10%,-6%,-7%,i,?
O=C(Nc1cc(S(=O)(=O)N2CCCC2)ccc1Cl)C1=COCCO1,/,-1%,-4%,-1%,-2%,2%,-11%,-6%
Cc1ccc(NC(NC(=O)Cc2ccccc2)C(Cl)(Cl)Cl)cc1 (stereo not given),4%,1%,-5%,-10%,-25%,1%,-6%,-8%
CC(c1ccon1)N(C)Cc1cn(C)nc1-c1cccc(Cl)c1 (stereo not given),1%,/,-6%,/,/,-4%,-17%,?
N#CCCn1c(=O)c(-c2cccs2)nc2cnc(Oc3cccc(Cl)c3)nc21,/,-7%,/,/,1%,/,12%,?
Cc1ccc(C2(c3noc(CN(C)CC4COCCO4)n3)CCCC2)cc1 (stereo not given),45%[activator],/,-9%,/,/,-2%,i,-5%
Cc1cc[n+](CC(=O)c2cccs2)cc1,/,-4%,2%,2%,11%,-2%,18%,1%

# Arranged by length of the SMILES (rising): part of the list above
SMILES,L3MBTL1 inh,KinaseGlo FLuc,Tau fibril ThT,LMNA splice mod,SMN2 splice up,KDM4E inh,RECQ1 inh,ALDH1A1 inh
COc1cccc2c(=O)n(CC(=O)N3CCc4ccccc43)ccc12,-3%,3%,-12%,-10%,-6%,-7%,i,?
N#CCCn1c(=O)c(-c2cccs2)nc2cnc(Oc3cccc(Cl)c3)nc21,/,-7%,/,/,1%,/,12%,?
Cc1ccc(S(=O)(=O)N2CCN(C(=O)c3cc4c(C)nn(-c5ccccc5)c4s3)CC2)cc1,/,-2%,-7%,-6%,-14%,-2%,-13%,0%

# Returning to the listing, repeating the two entries before the break.
SMILES,L3MBTL1 inh,KinaseGlo FLuc,Tau fibril ThT,LMNA splice mod,SMN2 splice up,KDM4E inh,RECQ1 inh,ALDH1A1 inh
Cc1ccc(C2(c3noc(CN(C)CC4COCCO4)n3)CCCC2)cc1 (stereo not given),45%[activator],/,-9%,/,/,-2%,i,-5%
Cc1cc[n+](CC(=O)c2cccs2)cc1,/,-4%,2%,2%,11%,-2%,18%,1%
COc1ccc(OC)c(-n2nnnc2SCC(=O)Nc2ccc(C(=O)N3CCCCC3)cc2)c1,/,1%,-10%,?,-37%[inhibitor],3%,-2%,1.4µM*
COc1ccccc1CNC(=O)C/C(C)=N/NC(=O)Cc1ccccc1,-4%,-1%,5%,-8%,20%,7%,1%,-6%
CC1(C)CC2(CC(c3ccccc3F)c3cc(Cl)c(O)cc3O2)NC(=S)N1 (stereo not given),/,2%,-6%,21%[9.22 µM],-26%,-4%,-8%,-1%
CSC1=NCCN1C(=O)C(C)Oc1ccccc1 (stereo not given),6%,0%,0%,-4%,-3%,7%,-20%,17%
Nc1nc(SCC(=O)NCCO)nc2sc3c(c12)CCCC3,2%,-1%,7%,-13%[46 µM],10%,0%,?,5%
O=C(COC(=O)CNC(=O)c1ccco1)Nc1ccccc1OC(F)F,5%,1%,-3%,-4%[46 µM],/,0%,-13%,-7%
CCOc1cc(/C=C2\SC(=N)N(c3nonc3N)C2=O)ccc1OCC(N)=O,0%,6%,-16%,?,2%,-12%,-1%,-18%
O=C1CSC(c2cn(-c3ccccc3)nc2-c2cccs2)N1CC1CCCO1 (stereo not given),-8%,2%,-15%,-7%,-5%,-22%,-7%,-2%
Cc1nc(N)sc1-c1nnc(SCC(=O)Nc2nccs2)n1C,7%,0%,1%,1%,-24%,-5%,1%,7%
Cc1ccc(NS(=O)(=O)c2ccc(Br)s2)cc1S(=O)(=O)N1CCOCC1,0%,1%,-13%,/,-6%,1%,i,11µM*
Cc1ccc(Nc2nnc(SC3CCOC3=O)s2)cc1 (stereo not given),8%,1%,-2%,-8%,14%,10%,i,2%
CCC(C)n1nnc2c(=O)oc3ccccc3c21 (stereo not given),9%,3%,4%,4%[0.0737 µM],10%,15%,-9%,7%
Cc1ccc2oc(-c3ccc(NC(=O)c4ccc5c(c4)OCO5)cc3)nc2c1,-2%,1%,3%,-11%,-10%,?,0%,?
COc1ccc(S(=O)(=O)Nc2nnc(C(C)C)s2)cc1,7%,4%,2%,-1%,20%,5%,-1%,?
CCOc1ccc(N(CC(=O)NC2CCCC(C)C2C)S(=O)(=O)c2c(C)noc2C)cc1 (stereo not given),7%,-1%,-5%,-10%,-14%,2%,-1%,7%
O=C(CCN1C(=O)/C(=C\c2cccs2)SC1=S)NC1=NCCS1,-8%,-2%,?,1%,16%,3%,-5%,-15%
O=C(NCN1CCN(c2ccccn2)CC1)c1cnccn1,/,4%,0%,-4%,11%,4%,-1%,23%
COC(CNC(=O)C1CC(=O)N(CCc2ccccc2)C1)OC (stereo not given),/,15%,-7%,-7%,3%,-5%,-6%,11%
CCOC(=O)COc1ccc2cc(C(=O)OCC)c(=O)oc2c1,2%,-2%,?,9%,-1%,?,-2%,?
CCOC(=O)NNC(=O)CCn1c2c(c3ccccc31)CCCC2,-7%,/,-15%,/,/,?,4%,3%

# Random excerpt: 5 records from the list, in no set order.
SMILES,L3MBTL1 inh,KinaseGlo FLuc,Tau fibril ThT,LMNA splice mod,SMN2 splice up,KDM4E inh,RECQ1 inh,ALDH1A1 inh
COc1ccccc1CNC(=O)C/C(C)=N/NC(=O)Cc1ccccc1,-4%,-1%,5%,-8%,20%,7%,1%,-6%
O=C(NCN1CCN(c2ccccn2)CC1)c1cnccn1,/,4%,0%,-4%,11%,4%,-1%,23%
COC(CNC(=O)C1CC(=O)N(CCc2ccccc2)C1)OC (stereo not given),/,15%,-7%,-7%,3%,-5%,-6%,11%
O=C1CSC(c2cn(-c3ccccc3)nc2-c2cccs2)N1CC1CCCO1 (stereo not given),-8%,2%,-15%,-7%,-5%,-22%,-7%,-2%
Cc1nc(N)sc1-c1nnc(SCC(=O)Nc2nccs2)n1C,7%,0%,1%,1%,-24%,-5%,1%,7%

# More compounds:
SMILES,L3MBTL1 inh,KinaseGlo FLuc,Tau fibril ThT,LMNA splice mod,SMN2 splice up,KDM4E inh,RECQ1 inh,ALDH1A1 inh
CCN(CC)S(=O)(=O)c1ccc(OCC(=O)NCc2ccccc2)cc1,8%,1%,2%,?,-11%,-1%,i,?
CC1(C)CC(=O)c2sc(NC(=O)c3ccc4ncsc4c3)nc2C1,-3%,0%,-1%,-7%,11µM*,-18%,i,3.5µM*
Cc1cc(=O)oc2cc(OCCCC[n+]3ccccc3)ccc12,6%,/,1%,/,/,?,-6%,?
O=C(NC1CCCCC1)C(=S)NC1CCCCC1,8%,-2%,-8%,/,14µM*,4%,i,2%
CCCC(=O)Nc1cc(Cl)ccc1C,13%,-1%,1%,-3%[46 µM],7%,8%,i,14%
CCc1nnc(NC(=O)c2sc3nc4c(cc3c2N)CCCCCC4)s1,?,2%,?,?,13µM*,?,?,18%
O=S(=O)(NC1=NCCC1)c1cccc(NS(=O)(=O)c2ccc(OC(F)(F)F)cc2)c1,9%,-4%,2%,-13%,-10%[1.84 µM],-5%,-10%,1%
CC1=C(C(=O)NCc2ccccc2)C(c2ccc(C)o2)n2ncnc2N1 (stereo not given),3%,0%,-11%,2%,-12%,-9%,0%,3%
Nc1ccc(O)cc1C(=O)OCC(=O)c1ccc(C2CCCCC2)cc1,-15%,-1%,?,?,-30%,?,-4%,?
O=C(O)CNC(=O)C12CC3CC(CC(Cl)(C3)C1)C2,6%,-1%,-5%,?,3%,14%,7%,-3%

# High-throughput results as filed in PubChem.

# An excerpt, so the mix of outcomes need not match the whole.
